HEK293 tox – cytotoxicity in counter-screen for GLP-1R inverse agonists | Potency, µM (doses to about 38.3 µM), inactives show at the highest dose activity change, negative = inhibition, hits mostly inhibitors | AID 624418 | HEK293 cAMP-luciferase reporter cells, luminescence, 24 h | hit rate 0.13% among 410,000;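 further: loss of luciferase light is scored as toxicity; potency means the concentration at half of the fitted maximal effect; on the % scale 0 is the no-effect control and ±100 the full control effect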
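A 23 nL compound transfer followed 12 hours of cell culture at 37 deg C; exposure then lasted 24 hr. Luciferase assay detection reagent was dispensed and plates read for luminescence after a 12 min room-temperature wait.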
HT1080 IDH1KD tx – HT-1080 IDH1 knockdown cell toxicity (counter line); HT-1080 IDH1 knockdown viability, ATP luminescence, 48 h; Potency, µM (top dose mostly 46.1 µM), for the others: at the top dose activity, negative = toxicity, hits mostly cytotoxic; hit rate 2% among 360,000; AID 686971;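 further: potency means the concentration at half of the fitted maximal effect; 0% = DMSO wells and -100% = cell-free medium wells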
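Assay cells: HT-1080 with IDH1 knockdown, 750 per well, RPMI/5% FBS. Exposure: 48 h at 37 °C following 2 h pre-incubation. Read: CellTiter-Glo luminescence; fitted concentration-response, curve class assigned.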
KB-V1 MDR tox – kills drug-selected multidrug resistant KB-V1 cells. hit rate 3.4% among 400,000. AID 1347076. KB-V1 MDR cells viability, CellTiter-Glo, 72 h. Potency, µM (titrated, usually from 46.1 µM), inactives show top-dose activity change, negative = cytotoxicity, hits mostly cytotoxic; further: potency means the concentration at half of the fitted maximal effect; on the % scale 0 is the no-effect control and ±100 the full control effect; nearly all actives have a fitted effect of over 60% in size
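Compound-treated KB-V1 multidrug-resistant cells, 72 h, 37 degrees C; viability by CellTiter-Glo. Fitted qHTS curves give the values.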
KB-3-1 cytotox – KB-3-1 parental cell cytotoxicity | Potency, µM (series often up to 46.1 µM), inactives show at the highest dose activity change, negative = cytotoxic, usual class: cytotoxic | AID 1347075 | KB-3-1 viability, CellTiter-Glo ATP luminescence, 72 h | hit rate 1.4% among 400,000; further: potency means the concentration at half of the fitted maximal effect; on the % scale 0 is the no-effect control and ±100 the full control effect; nearly all actives have a fitted effect of over 60% in size
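Multi-concentration cytotoxicity screen in KB-3-1 cells grown in DMEM lacking phenol red with 10% FBS. After 72 h at 37 °C with compound, ATP-dependent luminescence was recorded.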
MCF10A rerep – inducers of DNA re-replication in MCF 10A breast cells; MCF 10A DNA re-replication, Hoechst nuclear intensity, 48 h; Potency, µM (series often up to 46.1 µM), for the others: at the top dose activity, positive = re-replication, hits mostly activators; hit rate 2.9% among 350,000; AID 624296; further: potency means the concentration at half of the fitted maximal effect; % of control where 0% means no effect; nearly all actives have a fitted effect of over 50% in size
IL1B secr inh – inflammasome signaling inhibition, IL-1 beta readout. hit rate 4.7% among 360,000. activity change, % at 57.5 µM. THP-1 LPS/ATP IL-1B secretion, AlphaLISA, 16 h; hits give low values. AID 743279; in the data active means activity change below about -50%; inconclusive means mostly about -30% to -49%; further: on the % scale 0 is the no-effect control and ±100 the full control effect
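Secreted IL-1B measured by AlphaLISA bead assay after 16 h compound exposure of THP-1 cells; compounds (final up to 57.5 uM) added 1 h before LPS (250 ng/mL) and ATP (1.25 mM) stimulation; lower signal means less secretion.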
HT1080NT lethal – kills 2HG-producing HT-1080-NT fibrosarcoma cells. hit rate 1.6% among 360,000. HT-1080-NT fibrosarcoma viability, CellTiter-Glo ATP luminescence, 48 h. Potency, µM (doses to about 46.1 µM), for the others: at the highest dose activity, negative = less viability, hits mostly cytotoxic;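 further: NT is the 2HG producing partner of a matched IDH1 knockdown line; potency means the concentration at half of the fitted maximal effect; 0% = DMSO-treated cells and -100% = media-only wells without cells; nearly all actives have a fitted effect of over 55% in size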
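750 cells/well, RPMI + 5% FBS; 2 h settle, compound pin-transfer, 48 h at 37 degrees C. CellTiter-Glo 10 min RT, luminescence. Normalized to DMSO and media-only wells.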
DRD3 agonist – activates the human D3 dopamine receptor | P35462 | AID 652048 | D3R DiscoveRx beta-arrestin cells, luminescence, 90 min | hit rate 0.58% among 410,000 | max activation, %; in the data active means max activation above about 30%; further: 0% is about no effect; mostly tested at two doses, the higher about 12 µM
Target sequence (P35462 whole entry, looked up): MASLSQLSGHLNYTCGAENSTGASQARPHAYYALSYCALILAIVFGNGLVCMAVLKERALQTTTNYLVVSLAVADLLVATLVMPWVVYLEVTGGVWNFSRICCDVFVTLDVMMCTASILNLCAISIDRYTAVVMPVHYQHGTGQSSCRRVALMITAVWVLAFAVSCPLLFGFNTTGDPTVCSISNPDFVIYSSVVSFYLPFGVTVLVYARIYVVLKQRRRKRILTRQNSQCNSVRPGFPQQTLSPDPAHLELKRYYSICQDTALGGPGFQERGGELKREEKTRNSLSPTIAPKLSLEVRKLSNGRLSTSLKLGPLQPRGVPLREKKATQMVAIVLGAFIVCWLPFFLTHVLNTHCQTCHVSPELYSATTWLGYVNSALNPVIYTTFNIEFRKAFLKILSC
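Agonist-mode cell screen: cells plated at 1500/well and incubated overnight at 37 °C, then exposed to library compounds for 90 min at 37 °C. Detection reagent was added for 30–60 min at room temperature, and luminescence was read.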
SW480 rereplic – DNA re-replication induction in SW480 cells | Potency, µM (titrated, usually from 46.1 µM), without a hit: top-dose re-replication activation, usual class: activators | hit rate 1.8% among 340,000 | SW480 DNA re-replication, Hoechst DNA content imaging, 48 h; further: potency means the concentration at half of the fitted maximal effect; % of control where 0% means no effect; nearly all actives have a fitted effect of over 55% in size
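SW480 cells exposed to compounds for 48 hr at 37 C, 5% CO2, then Hoechst-stained 40 min. Nuclear DNA content imaged by fluorescence scanning (405 nm excitation, 500-530 nm emission); re-replication scored as increased high-intensity nuclei.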
* = called active by the depositor; ? = inconclusive; nt = no result given; & = joins results of further samples; [ ] = dose if it differs, or a comment. Unless noted, the call rests on the fitted dose curve; in most records, active means well fitted curve in the direction sought with a large enough effect; inconclusive means small, poorly fitted or top-dose-only effect, or another doubt; inactive means no such curve, though single readings can be large; an effect the other way counts as inactive or inconclusive. Random draw from the library, and some 11% of all compounds hit somewhere here.

(1) Nc1ncnc(NNC(=O)CNC(=O)c2c(F)cccc2Cl)c1[N+](=O)[O-]
(2) COc1ccc(C(=O)OCC(=O)Nc2ccc(F)c(F)c2)cc1OC
(3) CC1CCC(NC(=O)Cn2c(=O)oc3cc(S(=O)(=O)N4CCCC4)ccc32)CC1 (stereo unspecified)
(4) COc1ccc(-c2noc(N3CCC(C(=O)N4CCN(c5ccccc5F)CC4)CC3)n2)cc1
(5) O=C(O)c1cccc(N=NN2CCOCC2)c1
(6) COC(=O)[C@@H](NC(=O)NC1CCCc2ccccc21)C(C)C (stereo partly specified)
(7) COc1ccc(C(N)=O)c(OCC(=O)Nc2cc(C)on2)c1
(8) N#Cc1cccc(-c2nnc(SCc3ccccc3C#N)o2)c1
(9) COc1ccc2ccccc2c1/C=N\NC(=O)c1cccnc1
(10) O=C(c1cc2ccccc2o1)N1CCC(N2CCC(C(=O)N3CCCC3)CC2)CC1

assay / entry,1,2,3,4,5,6,7,8,9,10
HEK293 tox,12%,-5%,2%,-1%,12%[7.66 µM],-27%,-3%,-11%,?,-3%
HT1080 IDH1KD tx,21%,7%,-7%,nt,11%,2%,0%,2%,-15%,6%
KB-V1 MDR tox,-2%,2%,-2%,-2%,-14%,-4%,?,-8%,7%,?
KB-3-1 cytotox,-5%,22%,13%,-19%,-1%,-7%,4%,3%,13%,-2%
MCF10A rerep,13%,11%,9%,nt,-1%,0%,?,1%,18µM*,-5%
IL1B secr inh,-4,0,12,nt,-6,29,12,-24,13,-5
HT1080NT lethal,19%,14%,-1%,nt,10%,?,8%,-2%,-2%,9%
DRD3 agonist,-7,8,-1,4,2,6,-4,2,-16,-4
SW480 rereplic,1%,-18%,-2%,nt,-3%,2%,-3%,2%,3.7µM*,-4%

(11) CCOc1ccc(C(=O)NC(=S)Nc2cccnc2)cc1
(12) O=[N+]([O-])c1ccc2c(c1)ncn2-c1ccccc1
(13) CC1CCCCC1NC(=O)Cn1nnc(-c2ccc(Cl)cc2)n1 (stereo unspecified)
(14) O=C(O)c1cc(S(=O)(=O)Nc2ccc(N3CCCCC3)cc2)ccc1Cl
(15) Cc1cc(=O)oc2cc(OCC(=O)OCC(=O)Nc3ccc4ccccc4c3)ccc12
(16) CC(CC(=O)c1ccccc1)=NCC(O)CN=C(C)CC(=O)c1ccccc1 (stereo unspecified)
(17) CCOC(=O)c1nn(-c2ccc3c(c2)CCN3C(C)=O)cc1O
(18) CC(OC(=O)c1cccs1)C(=O)NCc1ccco1 (stereo unspecified)
(19) COc1ccccc1NS(=O)(=O)c1cc(C(=O)N2CCCC2)ccc1F
(20) COC(=O)c1ccc(CNC(=O)c2ccc3oc(C(C)C)nc3c2)cc1

assay / entry,11,12,13,14,15,16,17,18,19,20
HEK293 tox,-4%,-8%,6%,6%,3%,-3%,-17%,-1%,-15%,7%
HT1080 IDH1KD tx,8%,20%,4%,7%,11%,9%,2%[9.24 µM],2%,-7%,12%
KB-V1 MDR tox,-24%,16%,-3%,11%,?,-23%,-1%,-4%,1%,?
KB-3-1 cytotox,8%,2%,0%,4%,11%,9%,0%,18%,5%,1%
MCF10A rerep,-2%,-41%[inhibitor],-14%,4%,-5%,nt,15µM*,-1%,-3%,?
IL1B secr inh,32,-5,-12,3,7,-22,-23,2,14,-3
HT1080NT lethal,13%,16%,?,14%,0%,-2%,8%,15%,1%,12%
DRD3 agonist,-7,1,-22,3,11,3,5,2,3,1
SW480 rereplic,-2%,-44%[inhibitor],-7%,-10%,-5%,nt,16%,-2%,13%,-8%

(21) COc1ccc(OC)c(Nc2nc(-c3ccccc3O)nc3ccccc23)c1
(22) O=c1c2ccccc2c2ccccc2c(=O)n1-c1ccccc1
(23) CCN(Cc1ccccc1)S(=O)(=O)c1ccc2[nH]c3c(c2c1)CCCCC3
(24) CCOc1ccc(Nc2ncnc3c2nc2n3CCCCC2)cc1
(25) CCOC(=O)c1c(C)nc2sc(C(=O)Nc3ccccc3)c(N)c2c1-c1ccc(OC)cc1
(26) Cc1ccccc1NC(=O)c1ccccn1
(27) COc1ccc(-c2cc(C(F)(F)F)c(C#N)c(SCC(=O)Nc3ccc(C)cc3)n2)cc1
(28) CN(CC(=O)NCc1ccco1)CC(=O)Nc1c(Cl)cccc1Cl
(29) CC(C)(C)c1ccc(S(=O)(=O)N2CCCCC2)cc1
(30) COc1cccc(CN2C(=O)C(C)Oc3ccccc32)c1 (stereo unspecified)

assay / entry,21,22,23,24,25,26,27,28,29,30
HEK293 tox,0%,-18%,-26%,2%,103%[activator],3%,1%,-3%,-2%,9%
HT1080 IDH1KD tx,-1%,1%,nt,nt,?,23%,3%,-2%,0%,3%
KB-V1 MDR tox,-13%,11%,-28%,7%,?,21%,-2%,nt,-23%,-19%
KB-3-1 cytotox,-4%,3%,-10%,0%,0%,4%,4%,nt,14%,-2%
MCF10A rerep,?,4%,nt,nt,27%,-7%,6%,?,-4%,16%
IL1B secr inh,50,91,nt,nt,-5,-2,41,-2,0,12
HT1080NT lethal,-20%,-6%,nt,nt,?,?,-1%,0%,6%,-8%
DRD3 agonist,-19,-1,-8,3,8,-2,9,-13,-9,-2
SW480 rereplic,-4%,0%,nt,nt,?,-3%,-2%,0%,-1%,-3%

(31) COc1ccc(NC(=O)C(Cc2ccccc2)n2cccc2)cc1OC (stereo unspecified)
(32) CCOc1ncccc1C(=O)Nc1ccc(S(=O)(=O)N2CC(C)CC(C)C2)cc1 (stereo unspecified)
(33) COc1ccc(C2NC(=O)NC(C)=C2[N+](=O)[O-])cc1OC (stereo unspecified)
(34) COc1ccc(NC(=O)CCCNC(=O)Cn2cnc3sc(C)c(C)c3c2=O)c(OC)c1
(35) Cc1ccc(NC(=O)C2CCN(c3nnc(-n4cccc4)s3)CC2)cc1Cl
(36) NNC(=O)c1cccn(Cc2cccc(C(F)(F)F)c2)c1=O
(37) CCCCn1c(CCNC(=O)CC)nc2ccccc21
(38) CC(=O)c1ccc(N2CCN(C(=O)c3cccs3)C(C)C2)c(F)c1 (stereo unspecified)
(39) CCn1c(CCCNC(=O)c2ccc(F)cc2)nc2ccccc21
(40) CCOc1ccc(Cc2c(O)nc(SC)[nH]c2=O)cc1

assay / entry,31,32,33,34,35,36,37,38,39,40
HEK293 tox,-10%&0%,-3%,-8%,-2%,3%,21%,-8%,-5%,-6%,5%
HT1080 IDH1KD tx,-8%,8%,11%,-12%,nt,-15%,0%,2%,7%,0%
KB-V1 MDR tox,-30%,-7%,?,-11%,-16%,?,-6%,-21%,-15%,?
KB-3-1 cytotox,0%,-5%,3%,-25%,23%,?,-1%,-8%,8%,5%
MCF10A rerep,-1%,-10%,1%,-3%,nt,?,11%,-3%,1%,nt
IL1B secr inh,-12,21,0,-6,nt,-2,9,-13,-10,10
HT1080NT lethal,-8%,10%,8%,-3%,nt,-5%,-19%,5%,1%,7%
DRD3 agonist,8&3,-6,-4,20,0,2,1,-3,-14,-5
SW480 rereplic,-12%,-22%,-5%,-12%,nt,?,-12%,2%,-1%,nt

Entries from the list above containing a COOH group (2):
(5) O=C(O)c1cccc(N=NN2CCOCC2)c1
(14) O=C(O)c1cc(S(=O)(=O)Nc2ccc(N3CCCCC3)cc2)ccc1Cl

assay / entry,5,14
HEK293 tox,12%[7.66 µM],6%
HT1080 IDH1KD tx,11%,7%
KB-V1 MDR tox,-14%,11%
KB-3-1 cytotox,-1%,4%
MCF10A rerep,-1%,4%
IL1B secr inh,-6,3
HT1080NT lethal,10%,14%
DRD3 agonist,2,3
SW480 rereplic,-3%,-10%

The main list resumes with the 2 entries that preceded the break.
(39) CCn1c(CCCNC(=O)c2ccc(F)cc2)nc2ccccc21
(40) CCOc1ccc(Cc2c(O)nc(SC)[nH]c2=O)cc1
(41) Cc1nn(-c2nc3ccccc3[nH]2)c(N)c1-c1ccccc1
(42) CCN(CCO)Cc1csc2ccc(Br)cc12
(43) CCOc1ccc(CC(=O)Nc2sc(Cc3ccccc3)c(C)c2C(N)=O)cc1OCC
(44) COc1ccc(CCNC(=O)COc2ccc(N(C)S(=O)(=O)c3ccc(Cl)cc3)cc2)cc1
(45) COc1cc2c(cc1NC(=O)c1ccccc1F)CCCC2
(46) O=C1CC(c2ccc(F)cc2)c2c(c3ccccc3[nH]c2=O)O1 (stereo unspecified)
(47) CCOc1ccc(-c2noc(-c3csc([C@@H]4C[C@H](O)[C@@H](CO)O4)n3)n2)cc1
(48) CC(=O)CCc1ccc(OCCCCN2CCC(Cc3ccccc3)CC2)cc1

assay / entry,39,40,41,42,43,44,45,46,47,48
HEK293 tox,-6%,5%,?,-8%,-16%,-8%,87%[activator],0%,-15%,-4%
HT1080 IDH1KD tx,7%,0%,?,-13%,-11%,-10%,2%,nt,-16%,-22%
KB-V1 MDR tox,-15%,?,?,-8%,-14%,?,11%,7%,0%,?
KB-3-1 cytotox,8%,5%,-16%,-8%,-3%,?,20%,12%,0%,0%
MCF10A rerep,1%,nt,25%,?,251%[0.0737 µM],7%,12%,nt,nt,?
IL1B secr inh,-10,10,-20,10,21,-14,9,nt,-10,-6
HT1080NT lethal,1%,7%,?,-13%,?,-2%,-5%,nt,-6%,-4%
DRD3 agonist,-14,-5,-6,-9,2,-13,2,6,1,-11
SW480 rereplic,-1%,nt,2%[9.22 µM],20%,?,25%,1%,nt,nt,?
